# PAFAH2 inh: PAFAH2 enzyme inhibitors, primary screen, biochemical, fluorescence polarization, human | recombinant PAFAH2, FP-rhodamine activity probe | inhibition, % at 3.39 µM | 340,000 tested, 0.99% active;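 active means inhibition above the mean over all tested compounds plus 3 SD, cut at about 30% in these data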;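 further: inhibitors block probe labeling of enzyme so polarization drops; 0% = enzyme with DMSO and 100% = wells lacking PAFAH2 protein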
# PREPL inh: PREPL enzyme inhibitors, primary screen, biochemical, fluorescence polarization. inhibition, % at 5.96 µM. AID 2751, 2010. 320,000 tested, 0.68% active. recombinant PREPL, fluorescence polarization activity-based probe. Prolyl endopeptidase-like (Homo sapiens), Q4J6C6; in the data active means inhibition above about 43%;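 further: 0% = enzyme with DMSO and 100% = wells lacking enzyme; many of its hits are not listed in these tables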
# Target sequence (Q4J6C6 whole entry, looked up): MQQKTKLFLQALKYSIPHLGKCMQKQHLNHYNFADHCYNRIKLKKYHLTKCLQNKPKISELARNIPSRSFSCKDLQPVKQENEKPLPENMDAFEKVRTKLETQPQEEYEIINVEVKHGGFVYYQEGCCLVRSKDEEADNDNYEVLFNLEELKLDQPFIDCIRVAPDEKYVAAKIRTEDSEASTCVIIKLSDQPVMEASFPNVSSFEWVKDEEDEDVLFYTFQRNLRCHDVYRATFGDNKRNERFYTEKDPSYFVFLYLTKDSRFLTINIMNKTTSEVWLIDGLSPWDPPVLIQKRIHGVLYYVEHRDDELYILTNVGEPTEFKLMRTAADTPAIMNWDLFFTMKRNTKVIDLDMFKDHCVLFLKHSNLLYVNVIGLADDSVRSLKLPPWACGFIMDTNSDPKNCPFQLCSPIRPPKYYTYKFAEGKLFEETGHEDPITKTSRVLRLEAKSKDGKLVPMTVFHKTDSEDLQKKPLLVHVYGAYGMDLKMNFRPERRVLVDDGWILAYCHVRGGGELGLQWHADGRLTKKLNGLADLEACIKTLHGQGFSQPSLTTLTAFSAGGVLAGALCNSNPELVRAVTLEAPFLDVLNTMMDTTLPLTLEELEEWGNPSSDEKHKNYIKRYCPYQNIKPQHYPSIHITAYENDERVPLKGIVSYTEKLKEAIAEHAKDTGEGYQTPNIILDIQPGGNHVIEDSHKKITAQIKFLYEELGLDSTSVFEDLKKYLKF
# pPAFAH FP inh: pPAFAH enzyme inhibitors, primary screen, biochemical, fluorescence polarization, human; 330,000 tested, 1.5% active; recombinant pPAFAH, FP-rhodamine probe fluorescence polarization; AID 463082, 2010; inhibition, % at 3.39 µM;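 active means inhibition above the mean inhibition across the screen plus 3 SD, cut at about 25% in these data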;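 further: inhibitors block binding of the rhodamine activity-based probe so polarization drops; 0% = enzyme with DMSO and 100% = wells lacking pPAFAH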
# GSTO1 counter: inhibitors of recombinant GSTO1, primary screen, counter-screen for RBBP9 inhibitor project, biochemical, fluorescence polarization. inhibition, % at 5.96 µM. 300,000 tested, 1.1% active. Glutathione S-transferase omega-1 (Homo sapiens), P78417. activity-based probe fluorescence polarization;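 active means inhibition above the campaign mean inhibition plus 3 SD, cut at about 35% in these data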;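 further: 0% = GSTO1-1 with DMSO and 100% = wells lacking GSTO1-1 enzyme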
# PAFAH1B3 FP inh: PAFAH1B3 enzyme inhibitors, primary screen, biochemical, fluorescence polarization, human; Platelet-activating factor acetylhydrolase IB subunit alpha1 (Homo sapiens), Q15102; recombinant PAFAH1B3, FP-rhodamine probe; inhibition, % at 3.39 µM; 340,000 tested, 0.28% active;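 active means inhibition above the screen-wide average of all tested compounds plus 3 SD, cut at about 25% in these data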;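 further: 0% = enzyme with DMSO only and 100% = wells lacking PAFAH1B3 protein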
# LYPLA2 inh: LYPLA2 inhibitors, primary screen, counter-screen for PME1 inhibitor project, biochemical, fluorescence polarization, FP-Rh probe ABPP. Acyl-protein thioesterase 2 (Homo sapiens), O95372. recombinant LYPLA2. inhibition, % at 5.9 µM. 320,000 tested, 0.38% active;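 active means inhibition above the screen-wide mean plus 3 SD, limit set per campaign, cut at about 26% in these data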;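 further: 0% = LYPLA2 with DMSO and 100% = wells lacking LYPLA2 enzyme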
# LYPLA1 inh: LYPLA1 inhibitors, primary screen, counter-screen for PME1 inhibitor project, biochemical, fluorescence polarization, FP-Rh probe ABPP; Acyl-protein thioesterase 1 (Homo sapiens), O75608; recombinant LYPLA1; inhibition, % at 5.9 µM; 320,000 tested, 0.16% active; AID 2174, 2009;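 active means inhibition above the mean of all tested compounds plus 3 SD, set per campaign, cut at about 14% in these data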;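 further: inhibitors block serine hydrolase probe labeling of LYPLA1 so polarization falls; 0% = enzyme with DMSO and 100% = wells lacking LYPLA1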
# PAD4 FP inh: human PAD4 inhibitors, primary screen, biochemical, fluorescence polarization, 1536-well format | AID 485272, 2010 | recombinant PAD4, RCA probe fluorescence polarization | Protein-arginine deiminase type-4 (Homo sapiens), Q9UM07 | inhibition, % at 6.36 µM | 330,000 tested, 0.41% active;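 active means percent inhibition above a cutoff equal to the mean of all tested compounds plus 3 SD, cut at about 15% in these data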;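 further: 0% = PAD4 with RCA probe and DMSO and 100% = probe without PAD4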
# PAFAH1B2 FP inh: PAFAH1B2 enzyme inhibitors, primary screen, biochemical, fluorescence polarization, human. inhibition, % at 3.39 µM. Platelet-activating factor acetylhydrolase IB subunit alpha2 (Homo sapiens), P68402. 340,000 tested, 1.2% active. AID 492953, 2010. recombinant PAFAH1B2, FP-rhodamine activity probe;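 active means inhibition above the mean of all tested compounds plus 3 SD, cut at about 24% in these data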;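 further: 0% = enzyme with DMSO and 100% = wells lacking PAFAH1B2; many of its hits are not listed in these tables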
# Target sequence (P68402 whole entry, looked up): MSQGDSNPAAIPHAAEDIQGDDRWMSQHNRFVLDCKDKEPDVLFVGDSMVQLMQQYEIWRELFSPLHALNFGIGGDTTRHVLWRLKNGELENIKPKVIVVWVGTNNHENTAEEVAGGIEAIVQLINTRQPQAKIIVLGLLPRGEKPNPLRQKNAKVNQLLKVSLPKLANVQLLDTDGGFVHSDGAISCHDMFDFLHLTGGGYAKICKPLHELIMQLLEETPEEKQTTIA
# Starred values were filed as active, the others as inactive; / = no result given. Some of the compounds tested (hit frequency here may not be typical).
SMILES,PAFAH2 inh,PREPL inh,pPAFAH FP inh,GSTO1 counter,PAFAH1B3 FP inh,LYPLA2 inh,LYPLA1 inh,PAD4 FP inh,PAFAH1B2 FP inh
CC1CC(=O)c2c(cc3c(-c4c(O)cc(O)c5c(O)c6c(cc45)OC(C)CC6=O)c(O)cc(O)c3c2O)O1 (centres undefined),62*,77*,80*,62*,76*,-1,-11,12,53*
CC(CNC(=O)COC(=O)c1ccco1)c1ccccc1 (centres undefined),57*,4,2,/,3,3,2,-4,0
CCOc1ccc(-c2ccc(SC)nn2)cc1,2,7,4,-1,1,13,0,4,4
CCN(CC)CCCn1c(=S)[nH]c2cc(C(=O)OC)ccc2c1=O,3,14,1,2,2,10,1,2,-6
O=C(O)/C=C/C(=O)Nc1ccc(NC(=O)c2ccccc2)c(Cl)c1,9,-2,1,-8,2,-1,0,-1,5
COc1ccccc1C(=O)NC(=S)Nc1ccc(S(=O)(=O)N2CCN(C)CC2)cc1,4,4,-3,-3,5,23,8,2,-2
O=C1ON=C(c2ccccc2)/C1=C/c1ccc(OS(=O)(=O)c2ccccc2)cc1,24,-7,14,2,4,3,3,-1,101*
CCOc1nc(C)cc(C)c1S(=O)(=O)c1cccc(Cl)c1,0,11,8,2,14,-1,-3,3,3
O=C(Cc1cn2ccsc2n1)NCCc1ccc(F)cc1,-1,6,7,6,0,3,-3,-2,4
O=C1c2ccccc2CN1CCSC(=S)N1CCOCC1,-2,11,4,2,7,3,3,-4,2
CC(NC(=O)c1c(Cl)cnn1C)C1CCCO1 (centres undefined),0,6,3,-5,8,6,2,-4,4
CCOc1ccc(NC(=O)COc2ccc(S(=O)(=O)N3CCOCC3)cc2)cc1,-11,21,-4,/,10,/,/,-4,6
Cc1nc(-c2ccc(-c3ccon3)s2)no1,-5,6,-1,7,2,3,-1,0,-1
O=c1nc(SCc2ccccc2Cl)nc(-c2ccc(Cl)cc2)[nH]1,-8,12,-1,3,8,-2,-1,-5,2
CC1CCN(CC(=O)Nc2ccccc2C(=O)c2ccccc2)CC1,-6,9,1,4,4,-2,-1,-5,2
O=C(CSc1nc2ccccc2c(=O)n1-c1ccc(F)cc1F)c1c[nH]c2ccccc12,-24,-4,-1,-13,-8,-24,-14,-4,1
O=C(Nc1nnc(SCc2ccccc2)s1)c1ccco1,5,-1,4,-11,3,-3,-1,-2,12
Cc1cccnc1NC(=O)c1cccc(S(=O)(=O)N2CCCC2)c1,6,-4,4,8,7,-4,-4,-1,-1
O=C(O)CSc1nnc(-c2ccncc2)n1C1CCCCC1,5,8,5,-3,4,-2,-2,-6,7
CCc1ccc(-c2cn(C3CCCCC3)c(=S)[nH]2)cc1,9,19,30*,-4,6,10,2,-2,1

# Just GSTO1 counter and PAFAH2 inh, for six of the compounds above:
Structure	GSTO1 counter	PAFAH2 inh
CCOc1nc(C)cc(C)c1S(=O)(=O)c1cccc(Cl)c1	2	0
CCOc1ccc(NC(=O)COc2ccc(S(=O)(=O)N3CCOCC3)cc2)cc1	/	-11
CC1CC(=O)c2c(cc3c(-c4c(O)cc(O)c5c(O)c6c(cc45)OC(C)CC6=O)c(O)cc(O)c3c2O)O1 (centres undefined)	62*	62*
O=C(O)CSc1nnc(-c2ccncc2)n1C1CCCCC1	-3	5
O=C(Cc1cn2ccsc2n1)NCCc1ccc(F)cc1	6	-1
CCc1ccc(-c2cn(C3CCCCC3)c(=S)[nH]2)cc1	-4	9

# Later entries.
SMILES,PAFAH2 inh,PREPL inh,pPAFAH FP inh,GSTO1 counter,PAFAH1B3 FP inh,LYPLA2 inh,LYPLA1 inh,PAD4 FP inh,PAFAH1B2 FP inh
CC1CCCN(C(=O)c2cc(N3C(=O)C4C5CCC(C5)C4C3=O)ccc2Cl)C1 (centres undefined),/,6,2,5,/,-1,-2,-4,/
COc1ccc(-c2nnc(SCC(N)=O)n2N)cc1,0,3,5,-2,2,-1,2,-1,1
CCn1cc(Cl)c(C(=O)NNC(=O)CCn2ccc([N+](=O)[O-])n2)n1,2,16,4,3,-3,6,2,1,4
Nn1c(SCc2ccc(Br)cc2)nnc1-c1ccncc1,3,1,2,4,0,2,-4,-4,11
c1nc(CCO[C@H]2CCCCO2)cc2cc3c(cc12)OCO3,-1,4,1,/,-6,/,/,1,2
CCCN(CCC)CCNS(=O)(=O)c1ccc2c(c1)CCN2C(=O)C1CCC1,9,1,6,4,5,5,-2,-3,0
CN(C)S(=O)(=O)c1cccc(C(=O)Nc2ccccc2N2CCCCC2)c1,-7,-2,7,3,2,-3,-6,-1,16
COc1cccc(Nc2ccc(C(=O)O)cc2N)c1,-2,15,25*,0,6,2,2,4,3
Cc1nn2c(-n3ccnc3C)c3c(nc2c1-c1ccccc1)CCC3,-2,13,6,-1,-4,5,-1,2,3
Cc1cccc(C(C)C)c1NC(=O)c1ccc(CN(c2ccccc2)S(=O)(=O)c2ccccc2)cc1,8,-3,0,3,-1,-3,-3,0,0
COc1ccc(CCN2CC(C(=O)OCC(=O)Nc3c(C)nn(-c4ccccc4)c3C)CC2=O)cc1OC (centres undefined),-1,6,3,1,5,7,6,-3,-3
Cc1ccc(O)c(C(=O)c2cc(C#N)c(=O)n(C(C)c3ccccc3)c2)c1 (centres undefined),5,-57,3,1,7,1,-2,-5,3
CCN(c1ccccc1)S(=O)(=O)c1cccc(C(=O)NCCN2CCOCC2)c1,7,8,6,/,-4,5,-1,0,6
Cc1cc(C)c2nc(NC(=O)c3ccco3)sc2c1,-5,-1,1,3,-1,-8,-3,2,1
CC(NC(=O)COC(=O)CSCc1ccccc1)c1ccccc1 (centres undefined),4,8,22,10,6,3,0,1,3
Cc1onc(-c2ccccc2Cl)c1C(=O)Nc1nn[nH]n1,-2,14,1,1,2,-2,-1,1,4
CCOC(=O)C1=C(CSc2nc3c(cc2C#N)CN(C)CC3)OC(N)=C(C#N)C1c1ccncc1 (centres undefined),25,27,23,19,13,-5,3,4,11
O=C(Nc1cccc(-c2nc3ncccc3o2)c1)c1ccco1,-6,-3,-3,3,5,7,4,0,2
CCCCn1nc(C(=O)NCC(=O)Nc2c(C)cccc2C)c2ccccc2c1=O,-6,-3,-5,/,3,3,1,1,2
COC(=O)C(NS(=O)(=O)c1ccc(N2CCCC2=O)cc1)c1ccccc1 (centres undefined),-1,-6,-2,-4,3,-3,-4,-1,2
Cn1c(=O)[nH]c2c(nc(-c3ccc(Cl)cc3)n2C)c1=O,13,3,1,-1,0,4,-1,3,7
CCC(C)Sc1nnc(NS(=O)(=O)Cc2ccccc2)s1 (centres undefined),4,20,18,-6,1,5,1,0,16
CCOC(=O)c1cc2occc2n1Cc1ccc(F)cc1,-6,-9,1,-5,11,-1,0,3,8
Cc1ccc(S(=O)(=O)n2nc(OC(=O)C(C)(C)C)cc2N)cc1,-2,0,1,1,9,2,3,5,24*
COc1ccc(NC(=O)NCCCN2CCCC2=O)cc1,0,-4,-2,3,8,-6,-2,-2,0
C=CCc1cccc(CNc2c(C)n(C)n(-c3ccccc3)c2=O)c1O,4,4,2,12,-1,3,-1,-3,2
O=C(O)c1nn(-c2ccc(Cl)cc2)ccc1=O,-3,-1,3,5,-3,0,1,1,3
NC(=O)c1ccccc1NC(=O)Nc1cccc(Cl)c1,1,11,-3,-2,2,6,-2,-2,1
COc1cc2ncnc(NCc3ccc(C)cc3)c2cc1OC,4,6,1,-13,1,-1,-1,0,14
COC(=O)c1ccc2c(=O)n(-c3ccccc3)c(=S)[nH]c2c1,0,13,4,1,4,4,0,2,8
Cc1ccc(S(=O)(=O)N(CC(=O)NN=C2CCN(C)CC2)c2ccc(C(C)C)cc2)cc1,2,-11,5,-6,3,-8,-3,-1,5

# 3 of the compounds above, tab-delimited.
SMILES	PAFAH2 inh	PREPL inh	pPAFAH FP inh	GSTO1 counter	PAFAH1B3 FP inh	LYPLA2 inh	LYPLA1 inh	PAD4 FP inh	PAFAH1B2 FP inh
CC1CCCN(C(=O)c2cc(N3C(=O)C4C5CCC(C5)C4C3=O)ccc2Cl)C1 (centres undefined)	/	6	2	5	/	-1	-2	-4	/
COC(=O)C(NS(=O)(=O)c1ccc(N2CCCC2=O)cc1)c1ccccc1 (centres undefined)	-1	-6	-2	-4	3	-3	-4	-1	2
COc1ccc(NC(=O)NCCCN2CCCC2=O)cc1	0	-4	-2	3	8	-6	-2	-2	0

# Records listed so far shown as hits in PAFAH1B3 FP inh:
compound	PAFAH2 inh	PREPL inh	pPAFAH FP inh	PAFAH1B3 FP inh	PAD4 FP inh	PAFAH1B2 FP inh
CC1CC(=O)c2c(cc3c(-c4c(O)cc(O)c5c(O)c6c(cc45)OC(C)CC6=O)c(O)cc(O)c3c2O)O1 (centres undefined)	62*	77*	80*	76*	12	53*

# Laid out differently: four of the compounds above
O=C(O)c1nn(-c2ccc(Cl)cc2)ccc1=O
  PAFAH2 inh: -3
  PREPL inh: -1
  pPAFAH FP inh: 3
  GSTO1 counter: 5
  PAFAH1B3 FP inh: -3
  LYPLA2 inh: 0
  LYPLA1 inh: 1
  PAD4 FP inh: 1
  PAFAH1B2 FP inh: 3
CCOC(=O)c1cc2occc2n1Cc1ccc(F)cc1
  PAFAH2 inh: -6
  PREPL inh: -9
  pPAFAH FP inh: 1
  GSTO1 counter: -5
  PAFAH1B3 FP inh: 11
  LYPLA2 inh: -1
  LYPLA1 inh: 0
  PAD4 FP inh: 3
  PAFAH1B2 FP inh: 8
COc1cc2ncnc(NCc3ccc(C)cc3)c2cc1OC
  PAFAH2 inh: 4
  PREPL inh: 6
  pPAFAH FP inh: 1
  GSTO1 counter: -13
  PAFAH1B3 FP inh: 1
  LYPLA2 inh: -1
  LYPLA1 inh: -1
  PAD4 FP inh: 0
  PAFAH1B2 FP inh: 14
CCC(C)Sc1nnc(NS(=O)(=O)Cc2ccccc2)s1 (centres undefined)
  PAFAH2 inh: 4
  PREPL inh: 20
  pPAFAH FP inh: 18
  GSTO1 counter: -6
  PAFAH1B3 FP inh: 1
  LYPLA2 inh: 5
  LYPLA1 inh: 1
  PAD4 FP inh: 0
  PAFAH1B2 FP inh: 16

# Source: PubChem BioAssay
